Screens: PubChem, several laboratories
NR2E3 ag-1 – inhibitors of NR2E3-RetCOR corepressor binding, primary screen, NR2E3 agonist project, biochemical, TR-FRET, GST-NR2E3, biotin-RetCOR. inhibition of corepressor binding, % at 4.78 µM. AID 2300, 2010. 1536-well. Photoreceptor-specific nuclear receptor (Homo sapiens), Q9Y5X4. actives 0.12% (n = 320,000);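 active = percent inhibition above the cutoff of mean plus 3 SD of all tested compounds, set per screening campaign, cut at about 20% in these data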;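 note: 0% = DMSO wells and 100% = biotin wells as full block of FRET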
Target sequence (Q9Y5X4 whole entry, looked up): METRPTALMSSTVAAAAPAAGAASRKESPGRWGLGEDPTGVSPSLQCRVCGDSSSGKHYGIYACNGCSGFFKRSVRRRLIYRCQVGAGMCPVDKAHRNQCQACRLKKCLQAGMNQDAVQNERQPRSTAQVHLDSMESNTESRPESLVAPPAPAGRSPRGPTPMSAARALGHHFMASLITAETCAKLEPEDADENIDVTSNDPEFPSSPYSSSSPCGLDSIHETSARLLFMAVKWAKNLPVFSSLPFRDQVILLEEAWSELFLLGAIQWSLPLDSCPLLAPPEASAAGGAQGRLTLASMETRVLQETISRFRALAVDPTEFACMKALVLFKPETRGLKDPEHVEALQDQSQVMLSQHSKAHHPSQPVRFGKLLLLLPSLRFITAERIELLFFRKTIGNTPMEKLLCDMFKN
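Material: NR2E3–RetCOR corepressor complex / Amount: 1.35 nM GST-NR2E3 / Medium: Tris pH 7.5 / Compound: single nominal compound dose of 4.8 µM / Incubation: 5 h at 4 °C / Technique: TR-FRET, Eu(K)-anti-GST donor, streptavidin-D2 acceptor, ex 340, em 617/671 nm / Read-out basis: percent loss of FRET ratio relative to control wells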
Peg3 promoter – Peg3 promoter-driven luciferase inhibitors, primary screen, cell-based, HeLa, luciferase luminescence | HeLa PEG-Prom luciferase reporter, overnight | inhibition, % at 20 µM | actives 1.7% (n = 360,000);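 active = inhibition of at least 50% at 20 µM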
TRPM1 prom inh – inhibitors of MITF-dependent TRPM1 promoter reporter, primary screen, cell-based, SK-MEL-5, single point, luciferase; SK-MEL-5 TRPM1 promoter luciferase, 24 h; inhibition, % at 12.5 µM; actives 0.83% (n = 330,000);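 active = mean inhibition across replicates of 60% or more, whatever share of single replicates reaches that level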; note: values of inactives mirror those of a sister screen read the other way
iPSC survival up – enhancers of single-cell hiPSC survival, primary screen, ATPlite luminescence; AID 602274, 2012; actives 0.044% (n = 360,000); survival enhancement, % at 20 µM; 100% = ROCK inhibitor wells, 0% = DMSO; in the data active = survival enhancement above about 18%;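 note: cells exposed to compounds for 16 hours before the ATP read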
NR2E3 ag-2 – NR2E3 agonists in two-hybrid cells, primary screen, cell-based, luminescence, CHO-S, Gal4-NCOR/VP16-NR2E3 | luciferase | inhibition of corepressor binding, % at 3.98 µM | actives 0.35% (n = 360,000) | AID 602229, 2012;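 active = inhibition above the mean of all tested compounds plus 3 SD, cut at about 70% in these data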;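 note: 0% = DMSO with NR2E3 transfected cells and 100% = cells lacking NR2E3 construct; higher means lower luciferase signal from less NR2E3 corepressor binding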
C8 TRAIL sens – viability loss with TRAIL in NB7+C8 cells, primary screen, TRAIL sensitizer project, cell-based, ATPlite luminescence | actives 1% (n = 360,000) | inhibition (viability loss, TRAIL sensitization), % at 10 µM;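 active = compounds causing at least 50% loss of cell viability in the single-dose screen, relative to plate controls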
HIF-2a inh – HIF-2a reporter inhibitors, primary screen, luminescence, 786-0 RCC cells; 786-0 RCC cells HIF-2a reporter, luciferase luminescence, overnight; inhibition, % at 18.8 µM; actives 0.72% (n = 360,000); AID 624352, 2012;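 active = inhibition of the luminescence signal of 40% or more relative to plate controls, in a single-dose primary screen at 18.75 µM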
Shn3 inh set2 – reduction of Shn3 3'UTR firefly luciferase signal, primary screen, Schnurri-3 inhibitor project, cell-based, Clone20 osteoblasts, set 2; actives 0.52% (n = 360,000); Clone20 osteoblast Shn3 3'UTR firefly luciferase, 24 h; inhibition, % at 12.5 µM; AID 588674, 2011;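 active = mean inhibition of at least 75% with every replicate also reaching 75%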;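 note: 0% = median of neutral control wells and 100% = pilot-screen positive control compound; some compounds past the cut are filed as inactive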
CF NFkB block – inhibitors of PAF-induced NF-kB signaling, primary screen, cell-based, GFP fluorescence, uHTS. KKLEB NF-kB-GFP reporter, GFP fluorescence overnight. AID 588850, 2011. inhibition, % at 5 µM. actives 0.86% (n = 360,000);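 active = at least 50% inhibition at 5 µM, scaled per plate between neutral and stimulator controls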;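 note: PAF is a Pseudomonas aeruginosa culture filtrate used as stimulus; plate controls were PAF-stimulated DMSO wells for no effect and unstimulated DMSO wells for full effect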
EBV LMP1 NFkB – EBV LMP1-driven NF-kappaB luciferase reporter inhibitors, primary screen, cell-based, luminescence, single point; AID 504558, 2011; actives 0.69% (n = 350,000); LMP1-induced NF-kappaB luciferase reporter cells; inhibition, % at 12.5 µM; in the data active = inhibition above about 41%;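 note: 0% = neutral control wells and 100% = reference inhibitor control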
KKLEB tox – cytotoxicity in KKLEB CF airway cells, primary screen, cytotoxicity control for CF NF-kB inhibitor project, cell-based, uHTS, fluorescence assay plates. KKLEB CF airway cells viability, ATPlite luminescence, overnight; stronger effect = lower value; cells stimulated with P. aeruginosa culture filtrate. activity change (cytotoxicity), % at 5 µM. actives 0.36% (n = 360,000);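 active = corrected activity change at or below -50% at 5 µM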
* = called active by the depositor; x = no result given. These rows are one share of the data; the hit share may differ from the screen's.

SMILES	NR2E3 ag-1	Peg3 promoter	TRPM1 prom inh	iPSC survival up	NR2E3 ag-2	C8 TRAIL sens	HIF-2a inh	Shn3 inh set2	CF NFkB block	EBV LMP1 NFkB	KKLEB tox
CC(C)n1cc(/C=C2/SC(=O)N(CC(=O)Nc3ccc4c(c3)OCO4)C2=O)c2ccccc21	0	35	16	2.1	-4	-3	4	6	24	3	-46
COc1cccc(CN(C)C(=O)CN2C(=O)NC(c3ccccc3)(c3ccccc3)C2=O)c1OC	6	16	8	0.3	20	1	14	-1	-11	1	-2
CCN(CC(=O)NCc1ccc(Cl)cc1)C(=O)CSc1cc(C)ccc1C	4	6	-4	-0.5	22	-14	6	11	20	-3	2
Cc1ccc(S(=O)(=O)N2CCCCC2)cc1NC(=O)C1COc2ccccc2O1 (stereo not given)	x	14	x	-0.9	-9	-4	0	7	7	0	20
C/C(=N\Nc1cc(-c2ccccc2)nc(-c2ccccc2)n1)c1ccc(O)c(C)c1	-2	-70	10	1.3	-17	-1	-169	-46	-21	-10	11
COc1ccc(CNC(=O)CN(C(=O)CCC(=O)Nc2ccccn2)c2ccccc2OC)cc1	1	8	6	1.1	-6	-12	7	8	-3	-1	7
COCCN(Cc1ccco1)C(=O)C1CCCN(c2ncnc3c2nc2n3CCCCC2)C1 (stereo not given)	5	22	11	0.0	3	-19	7	21	-9	8	-5
Cc1c(C)c2ccc(OCC(=O)N3CCN(c4ccc(F)cc4)CC3)c(C)c2oc1=O	-3	1	11	0.1	-4	-9	6	-25	11	3	-12
CC(C)c1ccc(CN2CC(C(=O)Nc3ccccc3)CC2=O)cc1 (stereo not given)	1	8	-7	3.5	14	-5	20	8	8	10	6
CN(Cc1cnn(-c2ccccc2)c1)C(=O)c1ccc(S(=O)(=O)NCc2ccco2)cc1	x	11	x	-2.1	21	-7	-7	5	-51	-11	12
COc1ccccc1NC(=O)CC1CCCC1	4	-10	8	0.7	-2	0	-18	-2	5	7	-12
Cn1c(=O)c2c(nc(NCc3ccco3)n2CC(O)CO)n(C)c1=O (stereo not given)	-1	6	x	-0.7	-11	4	16	-8	-16	6	-3
CCOn1c(SC(C)C)nc2ccccc2c1=O	2	-3	1	-1.0	-8	-15	19	8	11	5	-6
CCOc1ccc(Cn2nnc(C(=O)Nc3cc(OC)cc(OC)c3)c2N)cc1	-2	1	-1	-5.6	34	-10	-78	84	-12	-3	-5
Cn1nc(-c2ccc(N3CCOCC3)c(NS(=O)(=O)c3ccc(Cl)cc3)c2)c2ccccc2c1=O	0	24	18	-0.2	-13	-2	14	-59	-28	4	-4
Cc1ccc(NC(=O)C(C)OC(=O)CSc2ccccc2)cc1 (stereo not given)	x	0	6	3.0	2	-3	-29	-2	-18	4	15
CCN(CC)c1ccc(NC(=O)CSc2nnc(N)s2)cc1C	-5	-5	-6	0.8	-14	-4	-14	-11	4	-15	-3
COC(C(=O)Nc1ccc(Cl)cc1C)c1ccccc1 (stereo not given)	-1	5	7	-0.7	-21	11	25	12	13	9	0
O=C1Nc2ccc(Br)cc2/C1=C/C1CC=CCC1 (stereo not given)	-2	31	23	3.2	-7	-10	28	5	16	-14	-11
O=C(NC1CCCC1)C(c1ccncc1)N(C(=O)c1ccco1)c1ccc(Cl)cc1 (stereo not given)	2	2	8	0.3	-14	9	13	2	5	-8	-5
COc1cccc2cc(-c3cc(=O)oc4cc(C)c(O)cc34)oc12	4	-20	0	-0.6	-21	-14	-11	-16	5	1	0
O=C(Nc1ccc(Cl)cc1)c1cc(S(=O)(=O)N2CCOCC2)cs1	-3	-4	13	1.2	-11	15	-15	84	-14	10	14
CCOC(=O)c1c(C(F)(F)F)cc(-c2ccc(F)cc2)nc1C	-2	-4	-8	-1.9	0	18	-28	4	-10	9	0
O=C(/C=C/c1cn(-c2ccccc2)nc1-c1ccccc1)Nc1ccc(C(=O)O)cc1	3	-102	-22	0.4	4	9	-201	-12	-8	-39	9
CN(C)c1cccc2c(S(=O)(=O)N3CCCC3)cccc12	2	-8	-11	-0.5	-31	1	-33	14	-1	-5	-18
Cc1ccc2cc3cc(C(=O)NCCN4CCOCC4)oc3nc2c1	3	-8	1	-2.6	23	-12	-13	4	-3	6	9
CCCN1C/C(=C/c2cccc([N+](=O)[O-])c2)C(=O)/C(=C/c2cccc([N+](=O)[O-])c2)C1	x	111*	100*	-3.4	-14	-16	26	18	95*	88*	-88*
CN1C(=O)/C(=C/c2ccccc2Cl)Sc2ccc(C(=O)N3CCCC3)cc21	0	17	34	-0.1	7	1	-34	19	-6	24	-2
CCCCNC(=O)NC1C(NC(=O)NCCCC)N(C)C(=O)N1C (stereo not given)	3	12	4	-2.4	-10	-48	8	6	5	-1	10
O=C(COc1ccccc1)N1CCCC1	5	0	4	-0.5	-26	-11	6	-5	-2	-9	8

Entries above that have an aryl methoxy group, in the order listed:
SMILES	NR2E3 ag-1	Peg3 promoter	TRPM1 prom inh	iPSC survival up	NR2E3 ag-2	C8 TRAIL sens	HIF-2a inh	Shn3 inh set2	CF NFkB block	EBV LMP1 NFkB	KKLEB tox
COc1cccc(CN(C)C(=O)CN2C(=O)NC(c3ccccc3)(c3ccccc3)C2=O)c1OC	6	16	8	0.3	20	1	14	-1	-11	1	-2
COc1ccc(CNC(=O)CN(C(=O)CCC(=O)Nc2ccccn2)c2ccccc2OC)cc1	1	8	6	1.1	-6	-12	7	8	-3	-1	7
COc1ccccc1NC(=O)CC1CCCC1	4	-10	8	0.7	-2	0	-18	-2	5	7	-12
CCOc1ccc(Cn2nnc(C(=O)Nc3cc(OC)cc(OC)c3)c2N)cc1	-2	1	-1	-5.6	34	-10	-78	84	-12	-3	-5
COc1cccc2cc(-c3cc(=O)oc4cc(C)c(O)cc34)oc12	4	-20	0	-0.6	-21	-14	-11	-16	5	1	0

(cont.)
SMILES	NR2E3 ag-1	Peg3 promoter	TRPM1 prom inh	iPSC survival up	NR2E3 ag-2	C8 TRAIL sens	HIF-2a inh	Shn3 inh set2	CF NFkB block	EBV LMP1 NFkB	KKLEB tox
O=C1c2cccc3cc([N+](=O)[O-])cc(c23)C(=O)N1c1ccccc1O	0	4	20	-2.1	2	-6	13	-24	-32	8	7
Cc1nc(-c2ccc(Cl)cc2)sc1C1(C)CC(c2cccnc2)=NO1 (stereo not given)	3	-347	-64	2.3	-85	-5	-256	-74	-22	-15	8
O=C1CC(c2nc3ccccc3[nH]2)CN1c1ccccc1F (stereo not given)	2	1	x	-1.8	-1	-5	6	2	-8	4	17
CC1CCCC(C)N1C(=O)CSc1nnc(COc2ccccc2)n1-c1ccccc1 (stereo not given)	0	14	0	1.8	5	0	-4	15	-1	-14	4
COc1ccccc1N(/N=C1\Sc2ccccc2C1=O)C(C)=O	-2	-221	12	-0.5	-16	49	-107	36	-11	-3	3
CCOc1ccc(Nc2nc(N)c([N+](=O)[O-])c(N3CCN(CC)CC3)n2)cc1	-3	6	-13	-0.6	-9	7	6	0	-4	6	-2
C/C(=N\NC(=O)c1ccc(F)cc1)c1cccc(NC(=O)c2ccco2)c1	3	-59	-26	0.3	-34	25	-98	-22	-2	-2	-1
CC1Cc2ccccc2N1C(=S)NC(=O)C1(C)CC1(Cl)Cl (stereo not given)	0	9	-6	0.2	2	5	22	4	-6	0	3
Cc1ccc(S(=O)(=O)c2cc(OC(=O)c3ccco3)ccc2OC(=O)c2ccco2)cc1	3	4	-4	0.6	3	14	6	-35	4	2	4
COc1ccccc1NS(=O)(=O)c1ccc(O)c(C(=O)OCC(=O)Nc2ccccc2F)c1	1	6	-1	-0.7	10	1	9	15	12	0	-1
COc1cccc(/C=N/NC(=O)c2cccc3ccccc23)c1OC	4	7	8	-0.6	-11	5	-14	-13	4	1	-2
COc1ccccc1NC(=O)N(O)C1(C#N)CCCCC1	x	-67	-7	3.8	-21	-3	0	8	1	-27	3
CN(C)c1ccc(-c2csc(C(O)c3ccccc3)n2)cc1 (stereo not given)	x	-371	x	-0.5	-168	3	-312	-47	-18	x	10
CCc1ccc(N(CC(=O)NCCc2ccccc2)C(=O)CCC(=O)Nc2ccccn2)cc1	-1	3	-2	-0.6	-6	4	6	-3	-7	-4	-5
CC(C)CCN1CCN(Cc2cnc(-c3ccccc3)s2)CC1CCO (stereo not given)	-5	14	-1	-0.3	-17	-8	12	-2	12	-6	1
CCCN(CCC)C(=O)c1cn(CC)c2ccc(S(=O)(=O)N3CCCCC3)cc2c1=O	0	14	-6	-0.1	-34	3	4	-16	4	-4	-1
Cc1ccc(C(=O)N[C@H](C(=O)Nc2ccc(F)cc2)C(C)C)cc1	-1	6	-5	-0.7	-4	10	13	6	8	-8	-2
CC(=O)Nc1ccc(C(=O)COC(=O)CN2C(=O)NC3(CCCCC3C)C2=O)cc1 (stereo not given)	3	2	5	1.5	6	-6	5	-21	9	-4	7
COc1ccc(-c2nnc(NC(=O)c3cc(Cl)ccc3Cl)o2)cc1	1	-12	12	-1.7	-40	23	-47	4	5	22	-2
CCOC(=O)COc1ccc(S(=O)(=O)Nc2cccc(SC)c2)cc1	0	1	-3	1.3	-12	7	50*	6	4	7	-3
O=C(/C=C/c1ccc(S(=O)(=O)N2CCOCC2)cc1)N1CCCCC1	x	-11	-13	-0.4	7	5	-2	-1	10	-4	-14
O=C(CN(C(=O)CCC(=O)Nc1ccccn1)c1ccc2c(c1)OCO2)NCc1ccc(F)cc1	-1	7	-5	0.1	-24	-3	-1	9	-16	-25	-4
CCN(CC)c1nc2ccccc2[nH]1	5	-1	1	0.5	-24	-2	-3	-1	-1	-3	8
CCc1ccc(NC(=O)C2CCCCC2C(=O)O)cc1 (stereo not given)	2	-11	7	0.1	-23	14	-42	8	3	-4	4
COc1ccc(S(=O)(=O)CCC(=O)N(C)c2ccc(OC)cc2OC)cc1	3	5	10	-1.8	21	-4	6	-5	-4	7	3
COC(C(=O)N1CCC(CCC(=O)Nc2ccccc2)CC1)c1ccccc1 (stereo not given)	-3	-114	-27	0.3	-34	-3	-191	-18	12	-15	10
COc1ccc(C/C(C)=N\NC(=O)c2cn(C)c3ccccc23)cc1OC	0	0	4	0.9	-31	6	11	-3	3	3	1
O=C(c1ccco1)N1C2C=CC(C2)C1(C(F)(F)F)C(F)(F)F (stereo not given)	-1	10	-11	9.5	-20	0	16	3	-4	6	2
CC(=O)Nc1nc2cc3c(cc2s1)OCO3	2	-222	x	-1.0	-150	-19	-230	-55	-22	-11	9
